IL-2 act: activators of IL-2. IL-2 activation reporter assay, cell-based qHTS; stimulated with anti-CD3/CD4/CD28 beads; in transgenic mouse T cells. activation, % (series mostly up to about 46 µM). hit rate 0.065% among 360,000; in the data active means activation above about 50%; inconclusive means mostly about 30% to 49%; further: 0% is about no effect
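Unstimulated transgenic mouse T cells preincubated 60 min with compound, then stimulated with anti-CD3/anti-CD4-coated beads plus anti-CD28 for 18 h at 37 degrees C. IL-2 response read as EGFP and DsRed fluorescence by plate cytometry.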
HEK293 tox: cytotoxicity counter-screen for GLP-1 receptor inverse agonists; HEK293 cAMP-luciferase reporter cells, luminescence, 24 h; Potency, µM (highest dose often 38.3 µM), without a hit: at the highest dose activity change, negative = inhibition, most hits filed as inhibitors; hit rate 0.13% among 410,000;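 further: loss of luciferase light is scored as toxicity; potency means the concentration at half of the fitted maximal effect; on the % scale 0 is the no-effect control and ±100 the full control effect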
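Step one: seed cells (200 cells/uL, DMEM with 10% Nu serum, 1% pen-strep). Step two: 12-hour incubation at 37 deg C. Step three: pin 23 nL compound, incubate 24 hr. Step four: add luciferase reagent, read luminescence 12 min later.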
GLP1R inv ag: GLP-1 receptor (human) inverse agonism. P43220. HEK293 GLP-1R CRE-luciferase, luminescence, 24 h; GLP-1R form is constitutively active. Potency, µM (top dose mostly 38.3 µM), for the others: at the highest dose activity change, negative = inhibition, actives largely listed as inhibitors. hit rate 1.6% among 410,000. AID 624417; further: potency means the concentration at half of the fitted maximal effect; on the % scale 0 is the no-effect control and ±100 the full control effect; nearly all actives have a fitted effect of over 55% in size
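Cells are plated, allowed 12 hours at 37 deg C, then treated with compounds for 24 hr before luciferase detection reagent is added and luminescence is read after 12 min at room temperature. The HEK293 line carries constitutively active GLP-1R with a cAMP-responsive reporter.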
PI5P4Ka inh: blocks human PI5P4K alpha kinase activity; PI5P4Kalpha enzyme, ADP-Glo luminescence, 60 min; stronger effect = lower value; AID 652105; P48426; hit rate 1.2% among 330,000; max response, %; active means max response of -50% or lower; inconclusive means between -30% and -50%; inactive means -30% or higher; further: value at the top dose of about 77 µM; on the % scale 0 is the no-effect control and ±100 the full control effect
Target sequence (P48426 whole entry, looked up): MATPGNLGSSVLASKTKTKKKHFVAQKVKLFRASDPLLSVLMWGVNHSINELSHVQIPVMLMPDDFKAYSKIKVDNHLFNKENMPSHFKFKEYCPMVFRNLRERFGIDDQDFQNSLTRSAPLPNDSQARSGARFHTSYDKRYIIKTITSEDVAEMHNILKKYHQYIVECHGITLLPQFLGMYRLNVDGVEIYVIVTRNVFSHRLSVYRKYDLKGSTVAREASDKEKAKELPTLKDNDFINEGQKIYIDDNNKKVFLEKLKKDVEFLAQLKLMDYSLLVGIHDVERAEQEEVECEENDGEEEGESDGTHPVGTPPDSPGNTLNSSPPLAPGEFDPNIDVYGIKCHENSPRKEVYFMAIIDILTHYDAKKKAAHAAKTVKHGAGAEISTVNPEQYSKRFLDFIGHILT
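Quantitative HTS of the MLSMR library against PI5P4Kalpha with substrate. ATP added last at 5 microM final; room temperature, 60 minutes. Remaining ATP depleted, ADP converted and read as luminescence.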
EPAC1 antag: blocks human EPAC1 exchange factor; EPAC1 GEF assay, Rap1b-BODIPY-GDP exchange fluorescence; AID 720709; O95398; Potency, µM (top dose mostly 115 µM), for the others: top-dose activity change, negative = inhibition, most hits filed as inhibitors; hit rate 0.14% among 360,000;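 further: potency means the concentration at half of the fitted maximal effect; plate controls were vehicle for no effect and positive control for full effect; nearly all actives have a fitted effect of over 50% in size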
GLP-1R agonist: agonists of human GLP-1 receptor; HEK293 GLP-1R CRE-luciferase, luminescence, 4-6 h; cells express a hypersensitive GLP-1R form; Potency, µM (titrated, usually from 45.6 µM), for the others: at the highest dose activation, most hits filed as activators; hit rate 0.007% among 380,000; P43220; further: potency means the concentration at half of the fitted maximal effect; % of control where 0% means no effect
PLK1 PBD block: inhibitors of human PLK1 polo-box domain binding. P53350. Plk1 PBD binding of FITC phosphopeptide, fluorescence polarization. hit rate 2.8% among 360,000. Potency, µM, without a hit: max response, negative = inhibition, hits mostly inhibitors; further: potency means the concentration at half of the fitted maximal effect; series mostly up to about 57 µM; on the % scale 0 is the no-effect control and ±100 the full control effect; nearly all actives have a fitted effect of over 65% in size
Target sequence (P53350 whole entry, looked up, the tested form may be a part): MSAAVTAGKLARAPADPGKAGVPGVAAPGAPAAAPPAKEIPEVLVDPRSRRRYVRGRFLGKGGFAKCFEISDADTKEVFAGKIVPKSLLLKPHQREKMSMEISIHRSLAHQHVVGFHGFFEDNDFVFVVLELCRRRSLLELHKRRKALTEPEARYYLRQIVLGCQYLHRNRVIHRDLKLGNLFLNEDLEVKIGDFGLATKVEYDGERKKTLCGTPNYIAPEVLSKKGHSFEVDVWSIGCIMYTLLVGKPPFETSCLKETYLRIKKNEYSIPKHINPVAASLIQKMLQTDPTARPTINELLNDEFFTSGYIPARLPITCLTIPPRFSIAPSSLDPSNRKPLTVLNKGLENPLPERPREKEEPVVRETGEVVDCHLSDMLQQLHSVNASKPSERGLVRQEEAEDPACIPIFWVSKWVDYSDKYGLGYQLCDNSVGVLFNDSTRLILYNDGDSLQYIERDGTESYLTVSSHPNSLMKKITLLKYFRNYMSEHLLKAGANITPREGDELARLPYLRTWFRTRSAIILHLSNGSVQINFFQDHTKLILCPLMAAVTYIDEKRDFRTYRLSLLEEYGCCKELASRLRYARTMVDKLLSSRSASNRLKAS
EPAC1 ag: activates human EPAC1 exchange factor; EPAC1 agonist qHTS, biochemical assay; response scale: 100% = response to 6.5 mM cAMP; Potency, µM (highest dose often 154 µM), for the others: at the top dose activation, actives largely listed as activators; AID 720707; hit rate 0.073% among 360,000; O95398; further: potency means the concentration at half of the fitted maximal effect; nearly all actives have a fitted effect of over 60% in size
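Nucleotide exchange assay: 100 nM EPAC1 with 250 nM Rap1B loaded with BODIPY-GDP and 50 uM GDP, room temperature. Fluorescence (480/540 nm) read every 5 min for 30 min; signal change normalized to 6.5 mM cAMP as full agonist.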
PTHR1 agonist: activates the human parathyroid hormone receptor PTHR1; AID 743266; Potency, µM (series often up to 115 µM), for the others: at the highest dose activation, most hits filed as activators; hit rate 0.075% among 410,000; HEK293 GP2 PTHR1 cells, GloSensor cAMP luminescence, 1 h; Q03431; further: potency means the concentration at half of the fitted maximal effect; nearly all actives have a fitted effect of over 55% in size; some results filed as inactive show a strong effect at the top dose; inactives centre near -15; many of its hits are not listed in these tables
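HEK-293-derived GP2 cells expressing PTHR1 and a GloSensor cAMP reporter, 3,000/well, plated overnight, given luciferin plus IBMX (each 0.5 mM as added) for 1 h at 37 °C, then compound for 1 h at 37 °C. Luminescence was read after 15 min at room temperature.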
Active calls of the source: *; i = inactive; ? = inconclusive; . = not tested or not shown; [ ] = remark or other dose. Unless noted, the call rests on the fitted dose curve; in most records, active means well fitted curve in the direction sought with a large enough effect; inconclusive means small, poorly fitted or top-dose-only effect, or another doubt; inactive means no such curve, though single readings can be large; an effect the other way counts as inactive or inconclusive. Only part of the results is shown; the hit share may differ from the screen's.

SMILES	IL-2 act	HEK293 tox	GLP1R inv ag	PI5P4Ka inh	EPAC1 antag	GLP-1R agonist	PLK1 PBD block	EPAC1 ag	PTHR1 agonist
CCOC(=O)c1[nH]ncc1CN1CCc2ccc(NC(=O)C3CCCO3)cc2C1 (configuration not stated)	0.4	-9%	9%	-4	6%	0%	6%	-4%	-13%
Cc1oc(-c2ccccc2F)nc1CS(=O)(=O)CC(=O)NCCN1CCCC1	-2.6	-8%	-3%	0	-24%	-3%	-14%	1%	-15%
CCS(=O)(=O)c1ccc(O)c(NC(=O)Nc2ccc(C(C)(C)C)cc2)c1	-2.3	4%	?	-9	-18%	0%	-4%	-2%	-34%[inhibitor]
Cc1cccc(C(C)C)c1NC(=O)COC(=O)Cc1ccsc1	0.7	6%	8%	1	-9%	0%	0%	-9%	-25%
COc1ccccc1C1=CC(=O)CC(C)(C)C1=O	-1.6	-2%	15%	2	11%	-4%	-10%	-8%	-13%
COc1cccc(-c2nc(S(=O)(=O)c3ccccc3)c(N3CCOCC3)o2)c1	-1.0	-15%	3%	.	6%	12%	1%	6%	0%[57.5 µM]
CN(C(=O)COc1ccccc1)c1ccc([N+](=O)[O-])cc1	-1.5	6%	7%	-6	-1%	0%	-6%	8%	i
O=C(c1ccc(-c2ccc(Cl)cc2)o1)N1CCN(c2ccc([N+](=O)[O-])cc2Cl)CC1	-1.4	10%	0%	.	-2%	0%	-12%	14%	i
CCOC(=O)C1=CN(CC)S(=O)(=O)NC1c1ccc2ccccc2c1 (configuration not stated)	-0.4	5%	-17%	1	-10%	3%	5%	-3%	i
CC(C)(C)c1ccc(COC(=O)CNC(=O)CNC(=O)Cc2ccccc2)cc1	-2.3	10%	1%	.	7%	3%	-1%	-7%	-7%[57.5 µM]
O=C(Nc1ncc(Cc2ccccc2Cl)s1)c1ccc(-c2cccc([N+](=O)[O-])c2)o1	0.4	0%	?	0	6%	2%	-11%	-4%	-6%
CC(=O)c1ccc(N=C2NC(=O)C(CO)(CO)S2)cc1	-2.1	5%	4%	-2	-26%	0%	-14%	5%	-4%
C/C(Cc1ccccc1)=N\NC(=O)C1CCCCC1	0.3	-4%	-3%	3	6%	2%	-1%	-10%	i
Cc1ccc(-c2nnc(N(C)C(=O)c3ccccn3)s2)cn1	0.0	1%	12%	5	3%	0%	-20%	-8%	i
CNC(=O)c1csc(-c2ccccc2)n1	-1.9	-25%	17%	0	0%	1%	2%	-1%	i
O=C(CCSc1nc2ccccc2o1)Nc1ccccc1	-0.3	-40%	-2%	0	-1%	-1%	-10%	1%	i
O=C(NC(Nc1cc(C(F)(F)F)ccc1Cl)C(=O)c1ccccc1)c1ccccc1 (configuration not stated)	-1.5	33%[activator]	?	1	?	-26%	-2%	-1%	-1%
CCn1cc(C(=O)C(F)(F)F)c2ccccc21	-1.7	7%	5%	2	2%	-3%	-7%	7%	-3%[57.5 µM]
CC1=C(C(=O)OC(C)C)C(c2ccncc2)n2ncnc2N1 (configuration not stated)	1.4	-6%	-1%	-10	10%	-2%	0%	-1%	-1%[57.5 µM]
O=C(Nn1c(SCc2cccc([N+](=O)[O-])c2)nc2ccccc2c1=O)c1ccccc1	-0.5	0%[1.53 µM]	-5%	1	10%	-3%	-1%	27%	-14%
CCCC[C@@]1(C2CCCC2)Cc2cc(OCC(=O)O)c(Cl)c(Cl)c2C1=O	-0.3	-10%	?	8	-20%	-4%	-27%	-11%	-73%[inhibitor]
CCN(Cc1ccccc1)C(=O)C(=O)c1cn(CC(=O)N2CCCC2)c2ccccc12	-1.9	-9%	-23%	0	-7%	9%	-5%	2%	15%
CC(C)NC(=O)C1(C)CCN1Cc1cccc(Cl)c1 (configuration not stated)	-0.7	5%	-18%	4	5%	-2%	-11%	0%	-24%
CC(C)NC(=O)NC(=O)CSc1ccc(S(=O)(=O)N2CCCC2)cn1	3.6	13%	33%[activator]	11	-13%	0%	-22%	-5%	-41%[inhibitor]
O=C(NCCS(=O)(=O)N1CCc2ccccc2C1)c1ccccc1	2.0	-8%	5%	-8	4%	0%	-5%	?	-19%

Some of these compounds in order of length of the SMILES, high to low.
SMILES	IL-2 act	HEK293 tox	GLP1R inv ag	PI5P4Ka inh	EPAC1 antag	GLP-1R agonist	PLK1 PBD block	EPAC1 ag	PTHR1 agonist
CCN(Cc1ccccc1)C(=O)C(=O)c1cn(CC(=O)N2CCCC2)c2ccccc12	-1.9	-9%	-23%	0	-7%	9%	-5%	2%	15%
O=C(NC(Nc1cc(C(F)(F)F)ccc1Cl)C(=O)c1ccccc1)c1ccccc1 (configuration not stated)	-1.5	33%[activator]	?	1	?	-26%	-2%	-1%	-1%
O=C(NCCS(=O)(=O)N1CCc2ccccc2C1)c1ccccc1	2.0	-8%	5%	-8	4%	0%	-5%	?	-19%

The list continues.
SMILES	IL-2 act	HEK293 tox	GLP1R inv ag	PI5P4Ka inh	EPAC1 antag	GLP-1R agonist	PLK1 PBD block	EPAC1 ag	PTHR1 agonist
N#CCCN(Cc1ccccc1)C(=S)NC(=O)c1ccccc1	-1.6	?	0%	.	3%	-18%	-6%	-6%	-4%[57.5 µM]
CN(Cc1ccc(Cl)cc1)C(=O)c1cc(S(=O)(=O)N2CCOCC2)ccc1N1CCCC1	-3.6	-3%	5%	-3	-3%	1%	-5%	-5%	i
Cc1ccc(NC(=O)C2C3C=CC4(O3)C2C(=O)N(CCCN2CCCC(C)C2)C4C(=O)NC2CCCCC2)cc1 (configuration not stated)	-0.5	-8%	-28%	3	17%	9%	-11%	8%	i
COC(=O)C1CCN(CC(=O)Nc2cc(C)c3c(=O)oc4ccccc4c3n2)CC1	.	-4%	15%	.	.	0%	.	.	-24%
CC1CC(C)CN(c2ncc3c(n2)CC(c2ccccc2Cl)CC3=O)C1 (configuration not stated)	0.4	-11%	?	0	8%	0%	0%	5%	-14%[57.5 µM]
Cc1ccc(NC(=O)CN2C(=O)S/C(=C\c3ccc(-c4cccc(C(=O)O)c4C)o3)C2=O)cc1C	0.0	8%[7.66 µM]	1%[7.66 µM]	?	-3%	0%	19µM*	-11%	-46%[inhibitor]
Cn1c(/C(C#N)=N/O)nc2ccccc21	0.2	-18%	-2%	15	-18%	-8%	0%	11%	10%[57.5 µM]
CC(C)(C)c1ccc(C(=O)C2CCCN(C(=O)CN3CCCC3=O)C2)cc1 (configuration not stated)	-3.3	-18%	-5%	-2	-4%	17%	-13%	10%	i
CC(C)(C)NC(=O)CN(Cc1ccc2c(c1)OCO2)C(=O)CCC(=O)Nc1nccs1	-2.5	1%	1%	2	-11%	5%	-3%	-3%	-7%
O=C(NC1CCCCC1)C1CCC(CNS(=O)(=O)c2cccc3nsnc23)CC1 (configuration not stated)	-1.8	-4%	1%	-2	-15%	-2%	4%	-6%	-5%
COc1cc(/C=N/n2c(-c3ccccc3)n[nH]c2=S)cc(OC)c1OC	6.0	-3%	27%	-6	-14%	17%	-20%	0%	-18%
CCCCn1c(NCc2ccccn2)nc2ccccc21	-2.2	-6%	42%[activator]	.	0%	1%	-5%	-3%	-9%[57.5 µM]
CCn1cc(C(=O)N2CCN(c3ccccc3OC)CC2)c(=O)c2cc(S(=O)(=O)N3CCC(C)CC3)ccc21	.	2%	-28%	.	.	-1%	.	.	i
Cc1noc(/C=C/c2ccco2)c1S(=O)(=O)N1CCC(C(=O)N2CCc3ccccc3C2)CC1	13	-3%	0%	.	-13%	1%	-7%	3%	i
O=C(Nc1ccon1)Nc1ccc(F)cc1F	-4.4	4%	3%	1	-7%	-5%	-15%	-9%	-3%
CCCCCn1c(=O)[nH]c2cc(C(=O)Nc3cc(OC)cc(OC)c3)ccc2c1=O	.	-5%	-3%	.	.	1%	.	.	-20%
O=C(NCC(O)c1ccccc1)Nc1cccs1 (configuration not stated)	-0.4	-10%	3%	1	-18%	2%	-2%	4%	-3%
COc1ccc(CCNC(=O)c2cc(-c3ccco3)on2)cc1OC	-3.0	-17%	133%[activator]	-1	10%	16%	7%	4%	-2%
CNc1cc(C)nc(N2CCOCC2)n1	0.1	5%	-2%	7	3%	9%	0%	8%	i
Cc1cccc(OCC(=O)NCCNC(=O)c2cccnc2)c1	0.4	0%	12%	-2	7%	4%	-1%	2%	i
CCc1nnc(NC(=O)CC23CC4CC(CC(C4)C2)C3)s1	-1.7	-5%	-14%	-2	2%	2%	-11%	10%	i
Cc1cc2nnc(SC(C)C#N)n2c2ccccc12 (configuration not stated)	3.7	6%	48%[activator]	-2	2%	14%	21µM*	9%	i
Cc1ccn(CC(=O)NC2CC(C)(C)Cc3c2cnn3-c2ccc(F)cc2)n1 (configuration not stated)	-0.7	-4%	?	2	3%	9%	-5%	3%	-12%
COc1ccc(NC(=S)N2CCN(c3ccccn3)CC2)cc1	-0.6	-32%	-13%	-1	-9%	12%	-8%	5%	-5%
COC[C@H]1CCCN1c1ccc2c(c1)O[C@@H](COCc1ccccc1)CN([C@H](C)c1ccccc1)S2(=O)=O	-1.0	11%	-20%	11	-24%	-2%	-9%	-5%	-6%
O=C(NC1CCCCC1)NC1(C(=O)N2CCN3CCCC3C2)CCCCC1 (configuration not stated)	-4.0	-16%	0%	2	9%	3%	-3%	-2%	-13%

Structural class, the compounds so far containing a tert-butyl group
SMILES	IL-2 act	HEK293 tox	GLP1R inv ag	PI5P4Ka inh	EPAC1 antag	GLP-1R agonist	PLK1 PBD block	EPAC1 ag	PTHR1 agonist
CCS(=O)(=O)c1ccc(O)c(NC(=O)Nc2ccc(C(C)(C)C)cc2)c1	-2.3	4%	?	-9	-18%	0%	-4%	-2%	-34%[inhibitor]
CC(C)(C)c1ccc(COC(=O)CNC(=O)CNC(=O)Cc2ccccc2)cc1	-2.3	10%	1%	.	7%	3%	-1%	-7%	-7%[57.5 µM]
CC(C)(C)c1ccc(C(=O)C2CCCN(C(=O)CN3CCCC3=O)C2)cc1 (configuration not stated)	-3.3	-18%	-5%	-2	-4%	17%	-13%	10%	i
CC(C)(C)NC(=O)CN(Cc1ccc2c(c1)OCO2)C(=O)CCC(=O)Nc1nccs1	-2.5	1%	1%	2	-11%	5%	-3%	-3%	-7%

Compound activity from PubChem BioAssay.
